# Bioassay records deposited in PubChem BioAssay by several laboratories.
# hgDAF-12 ag: activates the H. glycines DAF-12 receptor ligand-binding domain; HEK293 GAL4-hgDAF12 UAS-luciferase reporter, agonist luminescence; normalized to butyrate control; activation, % at 6.8 µM; 370,000 tested, 1.8% active; AID 687014;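 active = activation above a cutoff set at the mean of all screened compounds plus 3 SD, cut at about 10% in these data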;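 also: 0% = DMSO wells and 100% = sodium butyrate wells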
# PG9 binder: binds the HIV-1 gp120 antibody PG9 | 360,000 tested, 0.43% active | AID 624416 | TR-FRET gp120-PG9 antibody binding | inhibition, % at 6.7 µM; in the data active = inhibition above about 8.5%
# ADAM17 inh: inhibits human ADAM17 | P78536 | recombinant ADAM17, EDANS/DABCYL FRET peptide cleavage | inhibition, % at 6.95 µM | 370,000 tested, 0.83% active | AID 720648;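 active = inhibition above the mean of compounds lying between control limits plus 3 SD, set per campaign, cut at about 8.5% in these data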;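 also: 0% = DMSO-only wells as the low control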
# ADAM10 inh: ADAM10 inhibition, QFRET primary screen; inhibition, % at 7 µM; 370,000 tested, 0.62% active; recombinant ADAM10, EDANS/DABCYL FRET peptide cleavage, 3 h; O14672;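 active = inhibition above a per-campaign cutoff equal to the mean of compounds falling between control-based bounds plus 3 SD, cut at about 20% in these data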;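 also: 0% = DMSO wells while the 100% control is not disclosed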
# DAX1 inh-1: inhibits human nuclear receptor DAX1 | P51843 | HEK293 Gal4-DAX1 luciferase reporter, luminescence | inhibition, % at 6.75 µM | 340,000 tested, 0.99% active | AID 504766;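 active = inhibition above the mean over all tested compounds plus 3 SD, cut at about 4.2% in these data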;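 also: 0% = DAX1-transfected cells with DMSO and 100% = empty-vector control cells with DMSO; inhibition shows as a rise in luminescence from relieved DAX1 repression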
# hcDAF12 agonist: activates DAF-12 receptor from parasite H. contortus. activation, % at 6.8 µM. 370,000 tested, 1.4% active. HEK293 hcDAF-12 lit1-tk-luc reporter, luminescence; 0% DMSO, 100% Δ7-dafachronic acid;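 active = activation above the mean of all tested compounds plus 3 SD, cut at about 5.5% in these data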;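 also: 100% = response to 3 µM Δ7-dafachronic acid high control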
# GC-A act: GC-A (human) enzyme activation. HEK293 GC-A cells, cGMP TR-FRET, EC30 ANP; 0% at EC30 ANP, 100% saturating ANP. activation, % at 10 µM. 370,000 tested, 0.14% active. AID 1671463; in the data active = activation above about 40%
# Target sequence (P16066 whole entry, looked up): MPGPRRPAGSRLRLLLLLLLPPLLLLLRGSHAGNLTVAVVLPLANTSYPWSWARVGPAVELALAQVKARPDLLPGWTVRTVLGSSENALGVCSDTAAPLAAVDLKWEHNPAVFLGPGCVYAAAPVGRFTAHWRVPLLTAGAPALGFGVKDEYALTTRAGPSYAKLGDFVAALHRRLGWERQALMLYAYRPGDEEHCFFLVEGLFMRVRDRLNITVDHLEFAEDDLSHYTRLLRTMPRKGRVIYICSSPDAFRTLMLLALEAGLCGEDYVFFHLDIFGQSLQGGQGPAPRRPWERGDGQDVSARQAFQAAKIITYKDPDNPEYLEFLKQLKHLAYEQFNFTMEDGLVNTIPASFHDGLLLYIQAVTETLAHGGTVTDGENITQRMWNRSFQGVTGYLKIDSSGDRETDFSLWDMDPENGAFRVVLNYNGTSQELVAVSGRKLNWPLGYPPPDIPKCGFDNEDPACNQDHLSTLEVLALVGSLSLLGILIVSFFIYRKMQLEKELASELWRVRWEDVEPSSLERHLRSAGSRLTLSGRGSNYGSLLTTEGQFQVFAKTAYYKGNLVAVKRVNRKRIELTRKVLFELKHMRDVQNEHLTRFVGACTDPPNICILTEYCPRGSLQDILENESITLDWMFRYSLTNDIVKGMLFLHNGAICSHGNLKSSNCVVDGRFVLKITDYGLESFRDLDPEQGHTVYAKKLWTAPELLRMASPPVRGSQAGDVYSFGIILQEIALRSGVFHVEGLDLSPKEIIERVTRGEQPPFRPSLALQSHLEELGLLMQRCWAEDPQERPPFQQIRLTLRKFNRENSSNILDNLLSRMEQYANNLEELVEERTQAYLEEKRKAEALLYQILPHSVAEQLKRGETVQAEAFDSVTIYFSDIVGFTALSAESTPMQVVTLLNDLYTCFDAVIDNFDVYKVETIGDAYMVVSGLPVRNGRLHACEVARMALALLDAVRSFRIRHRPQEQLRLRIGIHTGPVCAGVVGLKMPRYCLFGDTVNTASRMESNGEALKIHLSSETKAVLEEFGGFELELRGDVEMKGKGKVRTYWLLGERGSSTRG
# GAA850 FXN act: frataxin GAA850 promoter activation; HEK293 lucGAA850 FXN promoter luciferase reporter, 24 h; percent of 10 µM SAHA response; 360,000 tested, 0.56% active; activation, % at 6 µM;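 active = activation above the average of all compounds screened plus 3 SD, cutoff fixed separately per campaign, cut at about 7.5% in these data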;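 also: 0% = DMSO wells and 100% = 10 µM SAHA wells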
# ssDAF-12 act: S. stercoralis DAF-12 activation, primary screen; HEK293 ssDAF-12/GRIP1 lit1-tk-luc reporter, luminescence; % of 3 µM dafachronic acid response; activation, % at 6.8 µM; AID 652126; 370,000 tested, 1% active;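 active = activation above the mean over all tested compounds plus 3 SD, cut at about 0.9% in these data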;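 also: 0% = DMSO-only wells and 100% = 3 µM delta7-dafachronic acid wells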
# SMARCA2 act: SMARCA2 function activation, primary screen. MG213 cells, MMTV-luciferase reporter, dexamethasone, overnight. activation, % at 9.1 µM. 370,000 tested, 1% active. AID 652017; in the data active = activation above about 7.8%;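 also: 0% = vehicle wells and 100% = reference activator wells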
# DAX1 inh-2: blocks DAX1 repression of SF-1 activated StAR promoter; HEK293T StAR-luciferase reporter, SF-1/DAX-1 repression relief; inhibition, % at 6.8 µM; 370,000 tested, 1.1% active; AID 652010;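 active = inhibition above the mean over all tested compounds plus 3 SD, cut at about 3.6% in these data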;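 also: 0% = DAX-1 cells with DMSO and 100% = cells lacking DAX-1 with DMSO; higher inhibition means more luminescence from relief of DAX-1 repression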
# * marks the source's active call; other numbers are inactive results; i = inactive; x = no result given. Random draw from the library; overall some 6.8% were active at least once.
SMILES,hgDAF-12 ag,PG9 binder,ADAM17 inh,ADAM10 inh,DAX1 inh-1,hcDAF12 agonist,GC-A act,GAA850 FXN act,ssDAF-12 act,SMARCA2 act,DAX1 inh-2
CCCCn1c(N)c(N(CCOC)C(=O)c2oc3ccc(Br)cc3c2C)c(=O)[nH]c1=O,-2.0,-1.6,-5,-8,-0.1,-1.1,-3,1.9,-0.7,-1,0.2
CCC1(CC)NC(=O)N(CC(=O)N2CCN(S(=O)(=O)c3cccc(F)c3)CC2)C1=O,-1.0,-0.6,1,1,0.7,-2.6,2,-0.1,-1.3,5,-0.6
Cc1ccc(C(=O)N2CCN(S(=O)(=O)c3ccccc3[N+](=O)[O-])CC2)o1,-1.9,-1.4,-1,-5,1.2,-0.2,-1,-1.4,-1.4,-4,0.0
CC(C)Oc1ccc(CN2CCC(n3nccc3NC(=O)C3CC3)CC2)cc1,1.9,-1.5,-4,-11,0.1,-0.3,6,-1.1,-1.4,-2,-0.3
C=CCSc1[nH]c(=O)cc(C)c1C(N)=O,-0.8,-2.1,-4,-5,5.1*,-1.1,5,-3.2,-0.4,-4,0.0
CC(=O)NCc1ccc(C(=O)CN2C(=O)NC3(CCCCC3C)C2=O)s1 (configuration not stated),12*,-1.5,-1,0,-0.2,0.7,-1,-0.2,-1.0,1,-0.3
COC(=O)/C=C1\OCc2cccc(C)c21,-1.8,-0.8,1,-16,x,-0.4,-6,x,0.0,-5,-1.4
O=C(OCC(=O)c1ccc(Cl)s1)c1cncc(Br)c1,2.0,2.6,-4,-4,-0.5,0.2,-4,0.6,-1.3,-2,0.0
COc1ccc(N(C)C(=O)c2ccc3nc(-c4ccccc4)c(-c4ccccc4)nc3c2)cc1,-2.5,-2.9,3,6,-0.6,-1.8,0,0.0,-1.4,0,-1.0
Cc1cccc(C)c1NC(=O)CNC(=O)c1ccc(N2CCOCC2)c([N+](=O)[O-])c1,-1.9,-1.1,2,7,0.5,-0.5,0,-0.3,-0.8,-4,0.3
CCCCNC(=O)CSc1nnc(NC(C)=O)s1,0.0,0.3,0,0,0.2,-0.7,0,0.6,-1.3,0,-0.4
CCC1CCCCN1C(=O)CCCOc1ccccc1 (configuration not stated),-3.0,2.8,-5,-1,3.2,-2.2,2,-5.7,-1.9,0,-0.3

# Reprinted at random: 5 entries already listed, in no set order.
SMILES,hgDAF-12 ag,PG9 binder,ADAM17 inh,ADAM10 inh,DAX1 inh-1,hcDAF12 agonist,GC-A act,GAA850 FXN act,ssDAF-12 act,SMARCA2 act,DAX1 inh-2
O=C(OCC(=O)c1ccc(Cl)s1)c1cncc(Br)c1,2.0,2.6,-4,-4,-0.5,0.2,-4,0.6,-1.3,-2,0.0
CCCCNC(=O)CSc1nnc(NC(C)=O)s1,0.0,0.3,0,0,0.2,-0.7,0,0.6,-1.3,0,-0.4
COc1ccc(N(C)C(=O)c2ccc3nc(-c4ccccc4)c(-c4ccccc4)nc3c2)cc1,-2.5,-2.9,3,6,-0.6,-1.8,0,0.0,-1.4,0,-1.0
COC(=O)/C=C1\OCc2cccc(C)c21,-1.8,-0.8,1,-16,x,-0.4,-6,x,0.0,-5,-1.4
CCC1(CC)NC(=O)N(CC(=O)N2CCN(S(=O)(=O)c3cccc(F)c3)CC2)C1=O,-1.0,-0.6,1,1,0.7,-2.6,2,-0.1,-1.3,5,-0.6

# Next section.
SMILES,hgDAF-12 ag,PG9 binder,ADAM17 inh,ADAM10 inh,DAX1 inh-1,hcDAF12 agonist,GC-A act,GAA850 FXN act,ssDAF-12 act,SMARCA2 act,DAX1 inh-2
COc1cccc(CN(C)C(=O)c2ccc(S(=O)(=O)Nc3cccc(C)c3C)cc2)c1OC,-2.9,4.5,-3,10,0.9,-1.6,-12,-3.5,-1.8,-4,-0.8
COc1cc(Cl)ccc1OCc1cc(C(=O)N[C@H]2CCCCNC2=O)no1,6.5,-0.2,-1,6,0.3,3.5,60*,2.4,-0.7,3,0.4
O=c1[nH]c(CSc2nc3ccccc3o2)nc2c1cnn2-c1ccccc1,4.9,-0.9,0,-2,1.8,1.9,-3,-0.8,-0.5,-3,1.4
COc1ccc(NC(=O)CN(C)Cc2c(F)cccc2Cl)cc1S(=O)(=O)N1CCCCC1,-0.4,0.6,3,4,0.4,-1.0,0,-0.3,-1.6,-1,-0.2
CCC1=C(OC(=O)N(CC)CC)N2C(=O)OC(=NCc3ccccc3)[C@]2(C)[C@H]2C1=CC[C@H]1C(=O)N(c3ccccc3)C(=O)[C@H]12,-1.8,-0.3,4,8,-1.0,-1.2,1,-2.4,-1.4,0,-0.2
Cc1ccccc1-n1nc(C)c2cc(C(=O)NCc3cccnc3)sc21,2.7,1.8,-6,-32,-0.7,-2.3,5,-3.7,-1.7,-2,-1.6
COc1cc(/C=C(\C#N)C(=O)NC2CCCCC2)ccc1OCc1ccc(C(=O)O)cc1,2.7,-2.0,-6,-21,1.5,-1.3,2,2.8,-0.7,-2,0.6
CNc1cc(C)c(C#N)c2nc3ccccc3n12,-2.5,-4.2,i,i,-1.1,-2.1,4,0.8,-1.0,4,0.0
CC(C)(O)C1CC[C@@](C)([C@@H]2CC[C@]3(C)[C@H]2[C@H](O)CC2[C@@]4(C)CCC(O)C(C)(C)C4C(OC4OC(CO)C(O)C(O)C4O[C@@H]4OCC(O)C(O)C4O)C[C@]23C)O1 (some centres not stated),-0.9,-1.9,1,2,0.0,-2.3,0,2.2,-1.3,2,0.0
CC(C)n1c(/C=C/c2ccccc2)nc2ccccc21,9.8,0.7,-230,i,0.4,-0.7,-3,2.5,-0.5,3,2.0
Cc1ccc(NC2=CC(=O)CC(C)(C)C2)cc1F,1.5,-1.9,4,10,1.3,-0.8,2,1.1,-1.1,2,-0.5
Cc1ccccc1CC1(CO)CCCN(C(=O)CCCN2CCCCC2=O)C1 (configuration not stated),-2.1,-0.8,-7,4,-0.6,-0.5,1,-1.8,-2.0,-3,-1.3
COc1ccc(NC(=O)c2ccc(NC(=O)C3CC3)cc2)cc1,0.9,0.9,-1,6,0.6,0.3,1,0.1,-0.9,0,1.6
C=CCOc1ccc(C2C(C#N)=C(N)N(Nc3ccccc3)C3=C2C(=O)CCC3)cc1OC (configuration not stated),1.1,0.5,-187,-465,2.9,-1.4,-10,-6.7,-1.5,1,-0.9
CC[C@@H](C)[C@H](NC(=O)C1CCN(C(=O)[C@@H](NS(=O)(=O)c2ccc(C)cc2)C(C)C)CC1)C(=O)O,-0.5,0.5,2,-7,0.8,-1.3,3,-0.4,-1.3,-3,0.4
CSc1cccc(NC(=O)CCCOc2ccccc2)c1,-1.3,0.2,4,10,3.7,-1.6,-1,-2.0,-1.1,-2,0.0
O=C1CCN(Cc2ccccc2)S(=O)(=O)c2ccc(F)cc21,-1.7,0.3,-5,0,0.5,-1.7,-1,-1.2,-1.3,0,-0.7
COc1cccc(CN(C)CC(=O)N2CCN(S(=O)(=O)c3ccccc3)CC2)c1,3.4,-1.6,-3,1,2.5,-1.9,0,0.6,-1.6,1,-0.4
O=C(CCl)N(c1ccccc1)C1CCS(=O)(=O)C1 (configuration not stated),-1.6,-1.0,1,7,-2.7,-2.5,0,-11,-2.0,-3,-2.5
COc1ccccc1NS(=O)(=O)c1cc(NC(=O)c2ccc(=O)[nH]c2)ccc1N1CCOCC1,1.5,-0.7,1,-1,0.0,1.8,0,1.9,-0.4,1,0.1
CCOC(=O)C(c1ccccc1)C(Nc1ccc(F)cc1)c1ccccn1 (configuration not stated),-1.8,-4.2,1,3,1.3,-2.8,-12,-0.1,-1.2,0,-0.7
Cc1ccc(N(Cc2ccc(C(=O)NC3CCCCC3)cc2)S(C)(=O)=O)cc1C,0.6,0.2,1,0,0.2,-0.9,4,-0.4,-1.8,2,-0.1
Cc1ccc(S(=O)(=O)NC(=S)NC2CCCCC2)cc1,0.3,0.0,1,2,0.9,0.4,4,0.9,-0.9,0,1.9
CCN(CC)S(=O)(=O)c1ccc(OC)c(NS(=O)(=O)c2ccc(F)cc2)c1,-1.2,-0.3,-2,0,0.2,-1.1,3,-1.0,-0.7,-2,-0.8
CN1C(=O)c2ccc(N3CCCC3)cc2C1=O,-1.3,-5.4,-13,-51,0.9,1.7,2,3.3,-1.2,3,-0.1
O=C(COC(=O)c1cc(S(=O)(=O)N2CCCCC2)ccc1Cl)NC1CCS(=O)(=O)C1 (configuration not stated),1.6,-0.3,-3,-7,-0.1,-0.6,-3,-1.1,-0.8,-1,-0.4
CCC1(c2ccccc2)CN(C)C1=O (configuration not stated),-2.3,1.4,-4,-12,1.3,-0.8,-3,2.3,-0.8,0,-0.6
COc1ccc(Br)c(OC)c1C(=O)NC(=O)Nc1nc(C)cc(C)n1,-0.6,0.1,0,-6,2.2,-1.3,-6,-1.6,-1.1,-4,-0.3
CSCCC(NC(=O)c1ccccc1Br)C(=O)N1CCN(C(C)=O)CC1 (configuration not stated),2.1,-1.9,1,0,0.3,0.7,14,-0.3,0.0,-4,-0.3
COC(=O)[C@@]12C[C@@H](CC(=O)N3CCCCC3)C(=O)N(Cc3cccc4ccccc34)C1=CCC(C)(C)C2,-1.3,-0.9,2,7,x,-0.5,-2,x,-1.5,-6,0.4
CCN(C(=O)c1ccco1)c1nnc(-c2cccnc2)s1,7.5,0.6,-4,-6,3.2,1.2,3,4.8,-0.8,4,0.4
CCC1(C)CC(CCNS(=O)(=O)c2ccc(C)cc2)(c2ccc(C)cc2)CCO1 (configuration not stated),0.6,-0.7,5,13,-0.1,-1.1,-9,1.4,-1.5,-1,-0.7
O=C(Cn1c(=O)n(-c2ccccc2)c(=O)c2sccc21)N1CCCC1,3.0,2.5,-3,0,0.0,1.5,2,3.1,-0.4,-4,-0.1
COc1ccc([N+](=O)[O-])cc1NC(=O)C(C)OC(=O)/C=C/c1ccco1 (configuration not stated),3.1,0.1,1,-1,-0.6,2.5,1,1.5,-1.0,-4,-0.2
Cn1c(=O)oc2cc(S(=O)(=O)NCCC(=O)N3CCN(c4ccccc4F)CC3)ccc21,1.4,0.7,3,5,0.1,-1.8,-3,0.8,-0.8,1,0.2
C=CCc1cc(OC)ccc1OCCOCCN1CCc2ccccc2C1,0.4,-2.4,7,16,-0.5,0.8,-13,0.7,-1.4,-5,0.2
C=CCn1c(=O)c(C(=O)NCc2ccccc2Cl)c(O)c2ccccc21,-0.9,-1.1,-4,-3,-2.4,-0.1,7,-0.1,-1.2,-1,0.0
FC(F)(F)c1ccccc1Cc1c(-c2ccc(Cl)cc2)nc2ccc(Br)cn12,4.9,-2.0,1,7,x,0.5,2,x,-1.1,-1,1.3
O=C1C(Cc2ccccc2)S/C(=N/N=C/c2ccco2)N1c1ccccc1 (configuration not stated),-1.8,1.2,-4,-1,0.9,-0.8,-1,1.7,-1.6,0,-0.2
COC(=O)CNc1c(-c2ccccc2)nc2ccc(Br)cn12,8.4,-4.3,-15,-2,-0.7,1.5,6,1.7,0.1,14*,2.2
